PGC1a acetyl inh: inhibitors of PGC1a acetylation signal, primary screen, cell-based, U2OS, AlphaScreen, inhibitor mode | AlphaScreen anti-acetyl-lysine; with virally co-expressed GCN5 acetyltransferase | inhibition, % at 15.6 µM | 350,000 compounds, 0.17% hits | AID 651687, 2012;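 active = every replicate shows inhibition of at least 40%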;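 note: 0% = neutral control wells and 100% = positive control wells; some results beyond the cut were filed as inactive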
miR-122 sensor: miR-122 Renilla sensor signal increase in Huh7, primary screen, miR-122 inhibitor project, cell-based, single point, plate reader. Huh7 miR-122 Renilla luciferase sensor, 48 h; neutral wells = 0, positive control = 100. activation (reporter increase), % at 12.5 µM. 340,000 compounds, 0.3% hits. AID 602342, 2012;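 active = mean replicate activation score at least 90 and every replicate individually at or above 90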;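 note: higher luciferase means less miR-122 activity so hits act as miR-122 inhibitors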
PglD inh: C. jejuni PglD acetyltransferase inhibitors, primary screen, biochemical, DTNB colorimetric, single point. UDP-N-acetylbacillosamine N-acetyltransferase PglD (Campylobacter jejuni). purified PglD enzyme, DTNB colorimetric CoA detection. inhibition, % at 12.5 µM. 360,000 compounds, 0.098% hits; in the data active = inhibition above about 16%, passing the limit was not always enough; note: strong numbers were not always called active
Cneo AK release: Cryptococcus neoformans cell lysis inducers, primary screen, AK release luminescence, single concentration | C. neoformans lysis, adenylate kinase release luminescence, 4 h; normalised: neutral wells 0, clomiphene wells 100 | lysis activity, % at 15 µM | 360,000 compounds, 0.2% hits | AID 651654, 2012;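 active = mean lysis activity across replicates of at least 80%, whatever share of replicates individually reach that level; inactive = mean lysis activity below 80%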
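Material: C. neoformans cells | Amount: Yeast cell density of 5 × 10^6 cells/mL | Medium: Fresh YPD growth medium | Dosing: Single dose | Times: Static 4 h at 37 °C with compound, 1 h detection | Detection: AK luminescence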
FN deposit inh: inhibitors of fibronectin matrix deposition, primary screen, AH1F cells, Alexa488-fibronectin fluorescence, plate reader; AH1F fibroblasts, overnight; inhibition, % at 12.6 µM; 350,000 compounds, 0.086% hits;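 active = mean inhibition across replicates of 30% or more, regardless of how many single replicates reach that level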;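 note: positive control wells lacked labelled fibronectin entirely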
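Material – AH1F fibroblast monolayer, labelled fibronectin deposition · Reagent – labelled fibronectin 24 nM · Timing – 1 h adhesion, overnight exposure · Measured by – fluorescence at 485 nm excitation, 525 nm emission · Read-out – inhibition of fibronectin deposition signal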
C2C12 statin: suppressors of statin myotoxicity in C2C12 myotubes, primary screen, cell-based, single point, plate reader | 330,000 compounds, 0.78% hits | C2C12 myotubes + simvastatin, ATP luminescence, 48 h; scaled: DMSO 0, geranylgeraniol control 100 | rescue of ATP level, % at 7.49 µM | AID 602340, 2012;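 active = mean ATP rescue above about 67%, or every replicate alone reaching that limit, limit read from the data, passing the limit was not always enough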;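 note: myotubes were challenged with 10 µM simvastatin during compound exposure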
GSIS activator: GLuc luminescence reporter in INS-1E cells, primary screen for activators of glucose-dependent secretion of insulin; AID 743287, 2014; INS-1E GLuc reporter insulin secretion, 2-3 h; 370,000 compounds, 0.61% hits; activation, % at 16.6 µM;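 active = lowest replicate activation of at least 40%, so every replicate reaches that level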;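 note: 0% = median of neutral control wells and 100% = median of IBMX positive control wells; some compounds called inactive have numbers as strong as hits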
F508del corr: F508del CFTR correction, initial screen, CFBE line, single point. CFBE cells, YFP halide quenching; stimulated with forskolin plus potentiator P3; % fluorescence drop versus neutral controls. activity (quench increase), % at 7.58 µM. 350,000 compounds, 0.36% hits;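 active = mean added fluorescence quench of at least 8% versus neutral control, with both replicates also reaching 8%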;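 note: cells transiently co-express mutant CFTR-F508del with the halide-sensitive YFP; corrector assay measuring rescue of mutant channel to the surface after 24 h compound exposure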
Starred values were filed as active, the others as inactive; . = no result given; [ ] = dose if it differs, or a comment. Compounds were not picked by outcome; about 2.1% have a hit in one of these screens.

SMILES | PGC1a acetyl inh | miR-122 sensor | PglD inh | Cneo AK release | FN deposit inh | C2C12 statin | GSIS activator | F508del corr
CN(Cc1ccccc1)C(=O)c1[nH]cnc1C(=O)NCC(=O)OC(C)(C)C | -2 | 7 | -3 | 0 | -4 | -14 | 2 | -0.5
CC1Cc2ccccc2N1C(=O)Cn1c(=O)oc2cc(S(=O)(=O)N3CCCCC3)ccc21 (stereo not drawn) | 6 | 3 | -2 | -1 | -8 | 2 | -7 | -0.5
CCCCNC(=O)CCn1c(=O)c2ccccc2n(CC(=O)NCCc2ccc(OC)c(OC)c2)c1=O | 6 | 6 | . | . | 0 | -2 | -11 | -2.3
COc1ccc(S(C)(=O)=O)cc1S(C)(=O)=O | 2 | -3 | . | . | . | 15 | -5 | .
CN(C)CCCNC(=O)C[C@H]1C=C[C@H](NS(=O)(=O)c2ccc(F)cc2)[C@H](CO)O1 | -9 | . | 0 | -2 | . | -8 | -17 | 0.5
COc1ccc(Cl)cc1NC(=O)CN(C)C1CCS(=O)(=O)C1 (stereo not drawn) | 0 | 3 | 0 | -1 | 0 | 27 | -13 | -0.7
COc1ccc(Br)cc1CN(C)C(=O)CNC(=O)c1ccc2ccccc2c1 | . | 4 | -2 | -5 | -8 | -7 | -17 | -1.2
COc1cccc(NC(=O)C(=O)N/N=C/c2ccc3c(c2)OCO3)c1 | . | -4 | -1 | 0 | . | -2 | 5 | 1.3
C[C@H]1CN([C@@H](C)CO)C(=O)c2cc(C#Cc3ccccc3F)cnc2O[C@H]1CN(C)C(=O)c1ccc2c(c1)OCO2 | -2 | -13[16.7 µM] | 1 | -1 | 8 | -13 | -19 | -0.8
O=C1CSC(c2ccc(F)cc2)N1c1c(F)cccc1F (stereo not drawn) | . | -4 | -3 | 2 | 4 | 3 | 1 | .
C=CCNc1nc2c(c(=O)[nH]c(=O)n2C)n1CCOc1ccccc1 | 2 | -3 | 3 | 1 | -5 | 2 | 14 | 2.3
O=C(CSCc1c(F)cccc1Cl)Nc1cccnc1 | -2 | . | . | . | -12 | . | -1 | 1.5
OCCc1ccc(O)cc1 | -6 | -4 | 3 | 1 | 2 | 17 | -1 | 2.1
O=C(Nc1ccc(O)cc1)c1ccc2c(c1)C(=O)N(Cc1cccnc1)C2=O | -2 | 4 | 1 | -1 | 2 | . | 22 | -1.7
CCCN1[C@@H]2c3ccc(-c4ccc(F)cc4)c(=O)n3C[C@H]1[C@H](CO)[C@H]2C(=O)NCC1CC1 | . | 3[16.7 µM] | 0 | 0 | . | 12 | -5 | -0.2
OCCc1c[nH]c2ccc(C(F)(F)F)cc12 | . | . | -2 | 0 | -5 | 5 | . | 0.4
O=C(NCCS(=O)(=O)N1CCN(c2cccc(Cl)c2)CC1)c1ccco1 | . | . | -2 | 0 | -4 | -2 | 2 | 0.9
Nc1nnc(SCC(=O)Nc2cccc(S(=O)(=O)N3CCOCC3)c2)s1 | -3 | -6 | -2 | . | 2 | -3 | -5 | -0.1
CCC(=O)N(C)C[C@H]1Oc2cc(C3=CCCC3)ccc2S(=O)(=O)N([C@H](C)CO)C[C@H]1C | 2 | -7[16.7 µM] | 2 | 0 | . | -10 | 9 | -4.8
O=C(C[C@H]1CC[C@H](NC(=O)C2CC2)[C@@H](CO)O1)NCCCN1CCOCC1 | 6 | 9[16.7 µM] | 0 | 15 | 10 | 10 | 17 | -2.8
Nc1cc(=O)[nH]c(SCC(=O)NC2CCCc3ccccc32)n1 (stereo not drawn) | 9 | -11 | 2 | 0 | -6 | -2 | -4 | 2.5
CCN(CC)c1ccc(/C=N/N2CCN(Cc3ccccc3Cl)CC2)cc1 | 15 | 2 | 2 | -1 | 6 | -21 | -28 | 2.5
COc1ccc(NC(=O)Nc2ccc3c(c2)C(=O)N([C@@H](C)CO)C[C@H](C)[C@H](CN(C)C(=O)Nc2ccc(F)cc2)O3)cc1 | -15 | -10[16.7 µM] | -2 | 3 | . | 21 | 24 | -2.1
C[C@H](CO)N1C[C@H](C)[C@@H](CN(C)Cc2ccccc2)OCCCC[C@H](C)Oc2ccc(NC(=O)Nc3ccccc3)cc2C1=O | -28 | 22[16.7 µM] | 2 | 0 | 4 | . | 5 | 1.2
CNc1nc(SCc2ccc(C)cc2)nc2c1CCCC2 | -15 | 4 | 3 | 2 | . | . | -23 | .

Whole records as entered above. Values in the order: PGC1a acetyl inh	miR-122 sensor	PglD inh	Cneo AK release	FN deposit inh	C2C12 statin	GSIS activator	F508del corr
COc1ccc(S(C)(=O)=O)cc1S(C)(=O)=O in the list: 2	-3	.	.	.	15	-5	.
CC1Cc2ccccc2N1C(=O)Cn1c(=O)oc2cc(S(=O)(=O)N3CCCCC3)ccc21 (stereo not drawn) in the list: 6	3	-2	-1	-8	2	-7	-0.5
COc1ccc(Br)cc1CN(C)C(=O)CNC(=O)c1ccc2ccccc2c1 in the list: .	4	-2	-5	-8	-7	-17	-1.2
C[C@H](CO)N1C[C@H](C)[C@@H](CN(C)Cc2ccccc2)OCCCC[C@H](C)Oc2ccc(NC(=O)Nc3ccccc3)cc2C1=O in the list: -28	22[16.7 µM]	2	0	4	.	5	1.2
Nc1nnc(SCC(=O)Nc2cccc(S(=O)(=O)N3CCOCC3)c2)s1 in the list: -3	-6	-2	.	2	-3	-5	-0.1

3 compounds already listed, sorted by the value under GSIS activator, falling:
| Structure | PGC1a acetyl inh | miR-122 sensor | PglD inh | GSIS activator | F508del corr |
| --- | --- | --- | --- | --- | --- |
| O=C(Nc1ccc(O)cc1)c1ccc2c(c1)C(=O)N(Cc1cccnc1)C2=O | -2 | 4 | 1 | 22 | -1.7 |
| O=C(CSCc1c(F)cccc1Cl)Nc1cccnc1 | -2 | . | . | -1 | 1.5 |
| CC1Cc2ccccc2N1C(=O)Cn1c(=O)oc2cc(S(=O)(=O)N3CCCCC3)ccc21 (stereo not drawn) | 6 | 3 | -2 | -7 | -0.5 |

Additional compounds.
SMILES | PGC1a acetyl inh | miR-122 sensor | PglD inh | Cneo AK release | FN deposit inh | C2C12 statin | GSIS activator | F508del corr
Cc1ccc(/C(COc2ccccc2O)=N\O)cc1 | -5 | 4 | -1 | 0 | -4 | 10 | . | .
CN1C(=O)c2cc(NC(=O)c3ccc(F)cc3)ccc2OC[C@H]2O[C@H](CC(=O)NCC3CC3)CC[C@@H]21 | 1 | -3[16.7 µM] | -2 | -4 | 4 | -14 | -3 | -0.5
COc1cccc(N2CCN(S(=O)(=O)c3cc4c(cc3C)N(C)CCO4)CC2)c1 | . | . | 1 | -1 | 6 | 3 | . | -0.8
O=C(CN(Cc1ccco1)C(=O)CCC(=O)Nc1ccccn1)NCCc1ccccc1 | 4 | 3 | 4 | 0 | . | -3 | 30 | .
COc1ccc(C(=O)OCC(=O)Nc2ccc3c(c2)OCO3)cc1S(=O)(=O)N1CCOCC1 | . | -3 | 1 | 3 | 10 | -1 | -4 | 2.9
COc1cc(O)c(C(CC(=O)N2CCCCC2)c2ccc3c(c2)OCO3)c(OC)c1 (stereo not drawn) | . | 12 | -2 | 0 | -4 | 12 | 23 | 1.7
COC(=O)c1ccccc1NC(=O)CNc1ccc(F)c(S(=O)(=O)N2CCOCC2)c1 | -8 | . | 2 | 1 | 3 | 6 | -9 | -0.7
Cc1ccc(CNC(=O)C2CC(c3ccc(C(F)(F)F)cc3)=NO2)o1 (stereo not drawn) | . | 0 | -5 | -7 | 9 | -9 | -9 | 1.2
Cc1ccc(NC(=O)c2cc3ccccc3o2)cc1 | 12 | -7 | 9 | -5 | 1 | -10 | 8 | -4.4
CN1C(=O)c2cc(NC(=O)c3cscn3)ccc2OC[C@@H]2O[C@H](CC(=O)N3CCOCC3)CC[C@@H]21 | 5 | 5[16.7 µM] | -1 | -3 | 2 | -3 | 12 | 0.1
COCCn1c(SCC(=O)NCc2ccco2)nc2cccnc21 | 2 | -3 | -3 | 0 | . | . | . | .
c1ccc(C2c3c(ccc4ccccc34)Oc3ncn4nc(-c5ccco5)nc4c32)cc1 (stereo not drawn) | 0 | -5 | 4 | -1 | 3 | . | 3 | .
CN(CC1CCCCO1)C(=O)c1cc(COc2ccc(F)cc2Cl)on1 (stereo not drawn) | . | -5 | 0 | 1 | 4 | 8 | -6 | 3.5
Cc1ccccc1S(=O)(=O)N1CC[C@@H]2[C@@H](CO)Nc3ccc(-c4ccccc4F)cc3[C@@H]21 | -10 | 27[16.7 µM] | 4 | 3 | -9 | -27 | -3 | 1.8
COC(=O)c1ccc(-c2ccco2)n1Cc1cccc(C)c1 | -13 | 3 | -4 | 1 | -6 | . | . | .
COc1ccc(CNC(=O)C[C@H]2CC[C@@H]3[C@H](COc4ccc(NC(C)=O)cc4C(=O)N3C)O2)cc1 | 1 | 4[16.7 µM] | 1 | -2 | 1 | -5 | 12 | -1.6
COc1c(OC)c2[nH]c(=O)cc3c4ccccc4n(c1=O)c23 | -1 | 0 | -5 | 4 | . | -3 | -3 | -3.9
COc1ccc(N2CCN(C(=O)c3cc(=O)c4ccc(C)cc4o3)CC2)cc1 | . | . | 3 | -1 | 0 | 0 | -23 | 1.6
COC(=O)C1CN(C(=O)COc2ccc(Cl)c(C)c2)c2ccccc2O1 (stereo not drawn) | -5 | . | 2 | 0 | 1 | -12 | -38 | -1.3
Cc1ccc(NC(=O)Cn2c(-c3ccc(F)cc3)cnc2SCC(=O)Nc2c(C)cccc2C)cc1 | -6 | -16 | 0 | -3 | 3 | . | -8 | .
COc1ccc(/C=C2\SC(=O)N(CC(=O)Nc3ccccc3O)C2=O)cc1OC | 6 | -25 | 0 | 14 | -1 | 17 | 5 | 0.5
CCOC(=O)Cc1nnc(NC(=O)CSc2ccc(C)cc2)s1 | . | -3 | -2 | 1 | -27 | 5 | . | .
O=C(CSc1nnc(-c2ccccc2)o1)NC1CCCCC1 | 8 | -4 | -1 | 1 | 15 | . | . | .

Already shown: entries from further up.
SMILES | PGC1a acetyl inh | miR-122 sensor | PglD inh | Cneo AK release | FN deposit inh | C2C12 statin | GSIS activator | F508del corr
COC(=O)c1ccccc1NC(=O)CNc1ccc(F)c(S(=O)(=O)N2CCOCC2)c1 | -8 | . | 2 | 1 | 3 | 6 | -9 | -0.7
Cc1ccc(CNC(=O)C2CC(c3ccc(C(F)(F)F)cc3)=NO2)o1 (stereo not drawn) | . | 0 | -5 | -7 | 9 | -9 | -9 | 1.2

Screens as filed in PubChem BioAssay.
